MCF10A rerep = inducers of DNA re-replication in MCF 10A breast cells; MCF 10A DNA re-replication, Hoechst nuclear intensity, 48 h; AID 624296; 350,000 compounds, 2.9% hits; Potency, µM (titrated, usually from 46.1 µM), for the others: at the top dose activity, positive = re-replication, usual class: activators; also: potency is read from the fitted curve at half-maximal effect; % of control where 0% means no effect; nearly all actives have a fitted effect of over 50% in size
IL-1B inflam inh = inflammasome signaling inhibition, IL-1 beta readout | THP-1 LPS/ATP IL-1B secretion, AlphaLISA, 16 h; hits give low values | activity change, % at 57.5 µM | 360,000 compounds, 4.7% hits | AID 743279; in the data active = activity change below about -50%; inconclusive = mostly about -30% to -49%; also: % is scaled to controls: 0 for no effect and ±100 for the full control effect
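Secreted IL-1B measured by AlphaLISA bead assay after 16 h compound exposure of THP-1 cells; compounds (final up to 57.5 uM) added 1 h before LPS (250 ng/mL) and ATP (1.25 mM) stimulation; lower signal means less secretion.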
ATXN2 expr inh = inhibitors of ATXN2 expression. HEK-293 ATXN2-luciferase reporter, luminescence, 24 h. Potency, µM (doses to about 57 µM), inactives show at the highest dose activity change, negative = inhibition, usual class: inhibitors. 360,000 compounds, 0.72% hits. AID 1745845; also: potency is read from the fitted curve at half-maximal effect; % is scaled to controls: 0 for no effect and ±100 for the full control effect; nearly all actives have a fitted effect of over 55% in size
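qHTS (up to 57 uM final) was run with 24 h compound exposure of reporter cells at 37 °C. Each well was multiplexed: SteadyGlo luminescence measured ATXN2-luciferase expression after a fluorogenic Gly-Phe-AFC viability readout (25 uM final).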
Nrf2 block = inhibitors of Nrf2 signaling; A549 ARE-Fluc reporter, luciferase luminescence, 18-24 h; Potency, µM (doses to about 46 µM), for inactives: top-dose activity change, negative = inhibition, most hits filed as inhibitors; 360,000 compounds, 2.1% hits; AID 504444; also: potency is read from the fitted curve at half-maximal effect; % is scaled to controls: 0 for no effect and ±100 for the full control effect; nearly all actives have a fitted effect of over 60% in size
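Reporter: ARE-Fluc in A549. Exposure: 18-24 h, 37 °C, 5% CO2, 5% FBS OPTI-MEM. Readouts: fluorescent cytotoxicity (CellTiter-Fluor), then luminescent Nrf2 signal after BugLite.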
TGFb SMAD3 inh = blocks TGF-b signaling; HepG2 CAGA-GFP TGF-b/SMAD3 reporter, GFP fluorescence, 18 h; TGF-beta stimulated, 500 pg/mL final; Potency, µM (highest dose often 46.1 µM), inactives show at the highest dose activity, negative = inhibition, actives largely listed as inhibitors; AID 588855; 410,000 compounds, 1.2% hits; also: potency is read from the fitted curve at half-maximal effect; % is scaled to controls: 0 for no effect and ±100 for the full control effect; nearly all actives have a fitted effect of over 65% in size
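First, reporter cells (HEPG2 CAGA-GFP) rested 2 h at 37 degrees C. Next, compounds were pinned in and TGF-beta added to 500 pg/mL final. After 18 h, GFP was imaged per cell and summed per well.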
A549 tox = A549 cytotoxicity, counter-screen for Nrf2 inhibitors; 390,000 compounds, 0.16% hits; A549 ARE-Fluc cells, CellTiter-Fluor viability, 18-24 h; Potency, µM (doses to about 46 µM), for the others: at the top dose activity change, negative = cytotoxicity, actives largely listed as inhibitors; AID 504648; also: potency is read from the fitted curve at half-maximal effect; % is scaled to controls: 0 for no effect and ±100 for the full control effect
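A549 ARE-Fluc cells in 5% FBS OPTI-MEM, 5000 cells/well, rested 2 h then exposed to compounds in concentration-response for 18-24 h at 37 °C. Viability by CellTiter-Fluor fluorescence (Ex 405/Em 525) after 30 min; luciferase luminescence (BugLite, 15 min, RT) read afterwards.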
S2 tox = reduces viability in counter-screen for ATXN expression inhibitors | Potency, µM (titrated, usually from 56.7 µM), most hits filed as cytotoxic | S2 cells (HEK-293 line with an ATXN2-luciferase reporter) viability, CellTiter-Fluor protease fluorescence, 24 h | 400,000 compounds, 0.49% hits; also: potency is read from the fitted curve at half-maximal effect; nearly all actives have a fitted effect of over 40% in size
Nrf2 ARE act = Nrf2 pathway activation | AREc32 ARE-luciferase reporter (MCF7-derived line), luminescence, 24 h | Potency, µM (top dose mostly 46.1 µM), inactives show at the top dose activation, usual class: activators | 410,000 compounds, 0.31% hits | AID 624171; also: potency is read from the fitted curve at half-maximal effect; % of control where 0% means no effect; nearly all actives have a fitted effect of over 65% in size
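AREc32 cells carrying an ARE-driven firefly luciferase, 1000 cells/well in OPTI-MEM with 5% FBS, dosed after overnight attachment and incubated 24 hr at 37 deg C. Steady-Glo luminescence read after 30 min at RT.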
HepG2 viability = HepG2 cytotoxicity, counter-screen for TGF-b inhibitors; AID 588856; HepG2 CAGA-GFP viability, ATP luminescence, 18 h; 410,000 compounds, 0.76% hits; Potency, µM (top dose mostly 46.1 µM), for the others: top-dose activity change, negative = cytotoxicity, most hits filed as cytotoxic; also: potency is read from the fitted curve at half-maximal effect; some results filed as inactive show a strong effect at the top dose
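HepG2 CAGA-GFP cells (1000/well, DMEM with 1% FBS) received compound, then TGF-beta at 500 pg/mL final, and were incubated 18 hours at 37 degrees C. Viability was read by CellTiter-Glo luminescence. Media-only wells were set as complete cell-killing and DMSO as no toxicity.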
* marks the source's active call; other numbers are inactive results; i = inactive; ? = inconclusive; · = not tested or not shown; & = joins results of further samples; [ ] = dose if it differs, or a comment. Unless noted, calls follow the shape of the dose curve; as a rule, active = well fitted curve in the direction sought with a large enough effect; inconclusive = small, poorly fitted or top-dose-only effect, or another doubt; inactive = no such curve, though single readings can be large; an effect the other way counts as inactive or inconclusive.

entry	structure	TGFb SMAD3 inh	MCF10A rerep	ATXN2 expr inh	HepG2 viability	S2 tox	A549 tox	Nrf2 block	Nrf2 ARE act	IL-1B inflam inh
1	Cc1ccc(S(=O)(=O)CC(=O)Nc2sc3c(c2C#N)CCCC3)cc1	?	·	·	-3%	·	13%	·	1.7%	·
2	COc1cc(NS(=O)(=O)c2ccc(Nc3nc(-c4cccc([N+](=O)[O-])c4)cs3)cc2)nc(OC)n1	-2%	?	-4%	-29%	?	-5%	5%	0.0%	-12
3	Cc1cc(C(=O)NN=C2CC(=O)CC(C)(C)C2)c(C)o1	0%	0%	1%	1%	i	1%	?	0.7%	13
4	CCN(CC)C(=O)CSc1nc(-c2cccs2)cc(-c2cccs2)c1C#N	-6%	?	-2%	-13%	i	-20%	18µM*	0.1%	-27
5	Cc1ccccc1CNC(=O)Cc1cccs1	1%	-1%	·	12%	i	2%	?	2.7%	-17
6	COc1ccc(CN2CCNC(=O)C2CC(=O)O)c(OC)c1 (stereo unspecified)	-29%	-2%	-2%	-27%	i	1%	4%	-1.3%	32
7	CCOc1ccc(C2c3[nH]c4ccccc4c3CCN2CCCn2cccn2)cc1 (stereo unspecified)	-22%	12%	-13%	-32%	i	-11%	2%	4.9%	-2
8	CCc1nc2c(OCC(=O)N(C)C)cccn2c1N(C=O)Cc1ccc(OC)cc1	6%	·	13%	1%	i	·	·	-0.6%	-8
9	COc1ccc(/C=N/Nc2cc(C)nc(N3CCOCC3)n2)cc1	0%	-3%	16%	-73%	i	-5%	?	2.9%	-7
10	Cc1nc2ccc(S(=O)(=O)Nc3cc(-c4nc5cccnc5s4)ccc3C)cc2s1	-21%	0.82µM*	24%	-30%	i	-11%	19%	0.9%	42
11	CC(C)CN(C(=O)COC(=O)c1ccccc1Sc1ccccc1C#N)C1CCS(=O)(=O)C1 (stereo unspecified)	-4%	19%	1%	11%	i	-3%	12%	-0.2%	-12
12	CC(C)C1(C2CCCC2)NC(=O)NC1=O (stereo unspecified)	0%	-2%	2%	4%	i	-1%	-1%	-0.1%	-3
13	CCOC(=O)c1c(-c2ccc(-c3ccccc3)cc2)csc1NC(=O)C1C2CCC(O2)C1C(=O)O (stereo unspecified)	1%	9.2µM*	2%	-43%	i	-11%	-13%	1.8%	52
14	COc1ccc(S(=O)(=O)N2CCN(C(=O)Cc3cccs3)CC2)cc1	6%	-8%	·	-6%	i	-2%	-20%	0.3%	-10
15	O=C(OCC(=O)N1CCc2ccccc2C1)c1cccnc1Cl	-4%	-3%	6%	21%	?	-11%	1%	2.5%	12
16	O=C(/C=C/Nc1ccc(F)cc1)c1ccc(Oc2ncccn2)cc1	31%	-5%	-20%	27%	i	-5%	-19%	-0.6%	-20
17	O=c1oc2ccccc2c2c1C(c1ccc(Cl)cc1)Nc1ccc3ccccc3c1-2 (stereo unspecified)	-3%	?	-30%	4%	i	-4%	20%	-0.2%	17
18	Cc1ccc(NCC(=O)c2ccc(C)cc2)cc1	-20%	5%	·	1%	i	0%	?	4.1%	36
19	Cc1ccccc1/C=N/Nc1ncnc2nc[nH]c12	?	0%	·	-24%	i	4%	-1%	11%	29
20	O=C(CSc1nc(C(F)(F)F)cc(=O)[nH]1)N1CCC(Cc2ccccc2)CC1	1%	14%	-15%	0%	i	0%	2%	2.2%	-19
21	O=C(CN1CCN(C(c2ccccc2)c2ccccc2)CC1)NC(=O)NCc1ccco1	0%	5%	-9%	-23%	i	14%	-6%	-0.8%	-6
22	CC(=O)SC(C)CC(=O)Nc1ccccc1 (stereo unspecified)	12%	0%	-13%	-19%	i	-3%	-13%	-0.7%	10
23	O=C(COC(=O)c1ccco1)Nc1ccc([N+](=O)[O-])cc1Cl	20%	2%	·	12%	?	0%	0%	-0.6%	2
24	CCN(CC1CCCO1)C(=O)CCc1nnc(Cc2ccc3c(c2)OCO3)o1 (stereo unspecified)	3%	0%	11%	-4%	i	0%	20%	-0.1%	-7
25	Cc1c(CNC2CCC(C)CC2)c(C(=O)O)c(C)n1Cc1ccccc1 (stereo unspecified)	-3%	-5%	5%	-12%	i	2%	-2%	0.1%[9.22 µM]	0
26	CCOc1ccc(NC(=O)CSc2nnc(-c3ccc(OCC)cc3)o2)cc1	3%	·	7%	1%	i	15%	1%	-2.1%	·
27	Cc1ccn2c(Nc3ccc(F)cc3)c(-c3ccc(C)o3)nc2c1	?	·	14%	-12%	i	1%	18%	5.6%	·
28	CCOc1ccc(NC(=O)CC2C(=O)N(c3ccccc3)C(=O)N2CCc2cccs2)cc1 (stereo unspecified)	-9%&-17%	-1%	-15%&-9%	-13%&-33%	?	-21%&0%	1%&-9%	3.2%&0.4%	-8
29	CCCOc1cccc(C2c3c(oc4ccc(F)cc4c3=O)C(=O)N2CCc2ccc(OC)cc2)c1 (stereo unspecified)	-5%	·	12%	-6%	i	-5%	6%	0.0%	·
30	CCCOC(=O)C1=C(C)NC2=C(C(=O)CC(C)(C)C2)C1c1ccc(N(C)C)cc1 (stereo unspecified)	1%	24%	-14%	-7%	?	-27%	·	1.3%	-12
31	Cc1cccc(N2CCN(C(=O)C3CCN(S(=O)(=O)c4cccc5nsnc45)CC3)CC2C)c1 (stereo unspecified)	-5%	?	-14%	-18%	i	-6%	?	-1.1%	12
32	Cc1cc2oc3c(c(=O)c2cc1C)C(c1ccc(F)cc1)N(CCCN1CCOCC1)C3=O (stereo unspecified)	3%	-1%	-2%	-12%	i	4%	-2%	0.7%	-4
33	O=C(Cc1cccs1)Nc1ccccc1NC(=O)Cc1cccs1	?	-1%	2%	3%	i	0%	2%	-0.2%	-13
34	Cc1ccccc1OCCc1c(C)[nH]c(=S)[nH]c1=O	-15%	?	-24%	0%	i	-14%	11%	0.4%	57
35	Cc1ccc(C(C)C)c(OCCN2C(=O)NC(C)(C)C2=O)c1	0%	1%	2%	-31%	i	-1%	0%	-0.4%	0
36	COc1ccc(C(=O)C2CCCN(C(=O)c3ccc(C(C)=O)s3)C2)c(C)c1 (stereo unspecified)	?	10%	-3%	-97%	i	2%	?	3.2%	43
37	CCN(C[C@H]1N[C@@](C)(C(=O)OC)[C@H]2C(=O)N(Cc3ccccc3)C(=O)[C@@H]12)C(=O)Nc1ccc(Cl)cc1	0%	?	-12%	-5%	?	-4%	5%	3.0%	109
38	O=C(CN1CCN(c2ccccn2)CC1)NCCc1ccccc1	33%[activator]	-2%	7%	7%	i	-4%	17%	0.3%	-8
39	CON(C)C(=O)CC(CNC(=O)OC(C)(C)C)c1ccc(Cl)cc1 (stereo unspecified)	-16%	5%	2%	-12%	i	1%	6%	0.0%	4
40	CC1(C)N=C(N)NC(=NCCCOc2ccc([N+](=O)[O-])cc2)N1	6%	·	15%	-11%	i	·	·	-0.2%	12

2 compounds picked at random from the list so far:
entry	structure	TGFb SMAD3 inh	MCF10A rerep	ATXN2 expr inh	HepG2 viability	S2 tox	A549 tox	Nrf2 block	Nrf2 ARE act	IL-1B inflam inh
30	CCCOC(=O)C1=C(C)NC2=C(C(=O)CC(C)(C)C2)C1c1ccc(N(C)C)cc1 (stereo unspecified)	1%	24%	-14%	-7%	?	-27%	·	1.3%	-12
27	Cc1ccn2c(Nc3ccc(F)cc3)c(-c3ccc(C)o3)nc2c1	?	·	14%	-12%	i	1%	18%	5.6%	·

Additional results follow.
entry	structure	TGFb SMAD3 inh	MCF10A rerep	ATXN2 expr inh	HepG2 viability	S2 tox	A549 tox	Nrf2 block	Nrf2 ARE act	IL-1B inflam inh
41	COc1ccc(C(=O)N2CCC(n3nccc3NC(=O)C3CC3)CC2)c(OC)c1OC	2%	5%	4%	7%	i	-5%	-9%	-0.7%	12
42	C[C@H](NC(=O)c1ncn2c1C(=O)NC[C@H]2C)C(=O)OC(C)(C)C	-17%	·	-3%	-18%	i	·	·	0.0%	-2
43	O=C(Nc1ccc(N2CCOCC2)cc1)C1(c2ccc(Cl)cc2)CCC1	-6%	?	-16%	13%	i	-2%	0%	-0.2%	-22
44	CCc1nnc(NC(=O)CSc2nnc(CSc3nc(C)cc(C)n3)o2)s1	-7%	-2%	-11%	-6%	i	-6%	5%	0.1%	11
45	Cn1c(SCC(=O)N2CCOCC2)nnc1-c1ccncc1	-2%	2%	-10%	-10%	i	1%	?	-0.7%	10
46	O=C(NCc1ccc2c(c1)OCO2)Nc1cccc2ccccc12	-6%	-3%	·	29%	i	5%	0%	-0.8%	18
47	Cc1c(-c2nsc(NC(=O)c3ccccc3)n2)nnn1-c1ccc(C(F)(F)F)c(Cl)c1	-2%	·	?	-31%	i	-4%	-14%	7.1%	·
48	CCOC(=O)N(C)OC(=O)Nc1ccc(Cl)c(Cl)c1	-1%	?	3%	-9%	i	14%	8%	0.2%	41
49	C=C(C)CNC(=S)N/N=C/c1ccc([N+](=O)[O-])cc1	-11%	?	-37%	5%	?	0%	11%	-0.4%	1

Three compounds already listed, sorted by the number in IL-1B inflam inh, highest first.
item	mol	TGFb SMAD3 inh	Nrf2 ARE act	IL-1B inflam inh
48	CCOC(=O)N(C)OC(=O)Nc1ccc(Cl)c(Cl)c1	-1%	0.2%	41
44	CCc1nnc(NC(=O)CSc2nnc(CSc3nc(C)cc(C)n3)o2)s1	-7%	0.1%	11
16	O=C(/C=C/Nc1ccc(F)cc1)c1ccc(Oc2ncccn2)cc1	31%	-0.6%	-20
